Screens: PubChem, several laboratories
PMI act hi M6P = human PMI activators, high substrate, primary screen, biochemical, fluorescence intensity, near-saturating mannose 6-phosphate; Mannose-6-phosphate isomerase (Homo sapiens), P34949; coupled PMI enzyme assay, resazurin fluorescence, 20 min; stronger effect = higher value; 1 = untreated enzyme, 0 = substrate-free blank; activation factor at 20 µM; 190,000 compounds, 0.34% hits; AID 1216, 2008;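 active means activation factor of 2 or more at 20 µM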
Target sequence (P34949 whole entry, looked up): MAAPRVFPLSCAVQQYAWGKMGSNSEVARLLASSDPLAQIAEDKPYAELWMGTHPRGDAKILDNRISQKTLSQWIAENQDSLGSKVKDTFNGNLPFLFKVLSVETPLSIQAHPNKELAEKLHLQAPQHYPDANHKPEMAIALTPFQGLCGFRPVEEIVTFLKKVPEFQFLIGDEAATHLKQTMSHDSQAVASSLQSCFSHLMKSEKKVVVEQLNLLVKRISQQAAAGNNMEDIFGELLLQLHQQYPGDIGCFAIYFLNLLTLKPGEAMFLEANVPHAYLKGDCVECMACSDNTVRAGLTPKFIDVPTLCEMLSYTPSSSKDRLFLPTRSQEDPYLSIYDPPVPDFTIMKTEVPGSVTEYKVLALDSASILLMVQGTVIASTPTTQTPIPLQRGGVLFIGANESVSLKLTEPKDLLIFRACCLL
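Material: human phosphomannose isomerase with PGI, G6PDH, diaphorase coupling enzymes; amount: PMI at 15 ng/mL final; also added: Mannose-6-phosphate 1.0 mM (near-saturating) plus 0.22 mM NADP+; incubation: enzyme reaction with compound 20 min at room temperature; signal: resorufin fluorescence (Ex 544/Em 590 nm) from resazurin via diaphorase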
PMI act = activators of human PMI, primary screen, biochemical, fluorescence intensity, near-Km mannose 6-phosphate; Mannose-6-phosphate isomerase (Homo sapiens), P34949; purified human PMI, coupled resazurin fluorescence, 20 min; stronger effect = higher value; 1 = vehicle control, 0 substrate-free wells; activation factor at 20 µM; 190,000 compounds, 0.005% hits;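 active means activation factor of 2 or more at 20 µM, relative to plate controls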
Diaph inh CS = diaphorase inhibitors and chemical oxidizers, primary screen, counter-screen for diaphorase-coupled primary assays, biochemical, uHTS, resorufin fluorescence. diaphorase resazurin-to-resorufin fluorescence, NADH, 16 min; bacterial (C. kluyveri) enzyme, not human. inhibition, % at 20 µM. 190,000 compounds, 0.69% hits;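 active means primary screen inhibition at 20 µM above a set limit, cut at about 50% in these data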;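 further: plate controls were DMSO with full reaction for no effect and wells lacking NADH for full effect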
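Assay system – diaphorase enzyme from Clostridium kluyveri · Amount – diaphorase 0.14 U/mL (working solution) · Times – reaction incubation of 16 min at room temperature · Controls – No-NADH positive control and DMSO neutral control · Signal – resorufin fluorescence 544/590 nm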
TNAP act hi DEA = TNAP activators at high phosphate acceptor level, primary screen, biochemical, luminescence, uHTS | Alkaline phosphatase, tissue-nonspecific isozyme (Homo sapiens), P05186 | purified TNAP, CDP-star luminescence, 1 M DEA, 30 min; stronger effect = higher value; 0 = EDTA background, 1 = DMSO-only activity | activation factor at 20 µM | 200,000 tested, under 10 active | AID 1136, 2008;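 active means activation factor at least 2 at 20 µM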
Target sequence (P05186 whole entry, looked up): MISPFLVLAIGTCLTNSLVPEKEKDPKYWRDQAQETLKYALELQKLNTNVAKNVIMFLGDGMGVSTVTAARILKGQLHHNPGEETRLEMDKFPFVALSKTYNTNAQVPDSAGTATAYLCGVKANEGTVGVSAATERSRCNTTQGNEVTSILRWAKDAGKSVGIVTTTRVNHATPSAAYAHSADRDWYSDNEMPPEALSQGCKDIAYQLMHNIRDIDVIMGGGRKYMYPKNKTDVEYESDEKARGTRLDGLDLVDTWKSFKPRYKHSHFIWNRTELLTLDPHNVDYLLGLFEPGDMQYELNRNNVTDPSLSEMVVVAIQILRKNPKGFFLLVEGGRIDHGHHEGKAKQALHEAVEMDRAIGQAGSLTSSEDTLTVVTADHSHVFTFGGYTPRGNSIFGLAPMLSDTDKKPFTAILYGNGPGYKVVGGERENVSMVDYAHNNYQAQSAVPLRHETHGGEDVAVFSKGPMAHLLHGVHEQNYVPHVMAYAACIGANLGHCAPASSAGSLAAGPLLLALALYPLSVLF
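Control set: EDTA negative control, DMSO positive control / Assay system: human TNAP / Quantity: TNAP 1/800 final / Evaluation: TNAP activation factor scaled between EDTA and DMSO control wells / Measured by: luminescent substrate turnover signal / Compound dosing: one dose, 20 µM / Times: 30 min enzyme reaction at room temperature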
Diaph act CS = compounds boosting diaphorase resazurin reduction – biochemical, uHTS, resorufin fluorescence, counter-screen for diaphorase-coupled primary assays, primary screen; Diaphorase/resazurin coupled assay, 16 min; stronger effect = higher value; 1 = vehicle wells, 0 = NADH-free wells; activation factor at 20 µM; 190,000 compounds, 0.005% hits; AID 1229, 2008;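 active means diaphorase activity raised at least twofold by the compound at 20 µM; inactive means activation factor below 2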
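Material: purified diaphorase enzyme from Clostridium kluyveri / Medium: HEPES pH 7.4 buffer with MgCl2 and Tween 20 / Schedule: enzyme reaction of 16 min at room temperature / Measured by: resorufin fluorescence, excitation 544 nm, emission 590 nm / Evaluation: rise in resorufin formation, marking diaphorase activation or chemical reduction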
TNAP inh no acc = human TNAP enzyme inhibitors, primary screen, biochemical, luminescent, no phosphate acceptor, uHTS; Alkaline phosphatase, tissue-nonspecific isozyme (Homo sapiens), P05186; purified TNAP, CDP-star luminescence, 30 min; inhibition, % at 20 µM; 200,000 compounds, 0.26% hits; AID 1012, 2008;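 active means tissue-nonspecific alkaline phosphatase inhibition above about 50% at 20 µM in the single-dose screen, limit read from the data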;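 further: 0% = DMSO negative control and 100% = EDTA positive control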
G6PDH CS = L. mesenteroides G6PDH inhibitors, counter-screen for G6PDH-coupled screening assays, biochemical, Leuconostoc mesenteroides enzyme. glucose-6-phosphate dehydrogenase [Leuconostoc mesenteroides]. Purified L. mesenteroides G6PDH, diaphorase/resazurin coupled fluorescence, 45 min. inhibition, % at 5 µM. 200,000 compounds, 0.12% hits; in the data active means inhibition above about 50%
FLuc act counter = FLuc activators, initial screening, artefact control for FLuc-dependent activation tests, biochemical, ATPlite luminescence; Luciferin 4-monooxygenase (Photinus pyralis), P08659; ATPlite luciferase biochemical, 10 min; 0 = ATP-free wells, 1 = DMSO control; activation factor at 10 µM; 200,000 tested, under 10 active;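 active means luciferase activation factor, scaled between plate controls, of at least 2 with compound at 10 µM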
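Assay system – cell-free luciferase reagent · Medium – PBS-based ATP solution · Dosing – test compounds dosed from 2 mM stocks in 100% DMSO · Timing – 10 min, room temperature · Technique – light output (luminescence) · Measure – luminescence gain marking luciferase activators · Controls – No-ATP low control, compound-free enzyme-plus-ATP high control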
TNAP inh hi DEA = human TNAP enzyme inhibitors, primary screen, biochemical, luminescent, high phosphate acceptor level, uHTS | inhibition, % at 20 µM | Alkaline phosphatase, tissue-nonspecific isozyme (Homo sapiens), P05186 | AID 1135, 2008 | purified TNAP, CDP-star luminescence, 1 M DEA | 200,000 compounds, 0.03% hits;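 active means over 50% inhibition of tissue-nonspecific alkaline phosphatase at 20 µM in the single-dose screen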;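 further: plate controls were DMSO wells for no effect and EDTA-quenched wells as full inhibition for full effect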
Efa HMGR inh = inhibitors of E. faecalis class II HMGR, primary screen, biochemical, Enterococcus faecalis. HMG-CoA reductase (Enterococcus faecalis, mvaE). purified E. faecalis HMGR, NADPH absorbance 340 nm kinetic. inhibition, % at 10 µM. 190,000 compounds, 0.41% hits. AID 1066, 2008;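 active means inhibition above a set limit, the median over all tested compounds plus 3 SD, cut at about 9.5% in these data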;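 further: enzyme runs in reverse so mevalonate oxidation gives rising NADPH absorbance; 0% = complete reaction with DMSO and 100% = background rate lacking mevalonate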
An asterisk follows results filed as active.

A first look (2 entries):
SMILES	PMI act hi M6P	PMI act	Diaph inh CS	TNAP act hi DEA	Diaph act CS	TNAP inh no acc	G6PDH CS	FLuc act counter	TNAP inh hi DEA	Efa HMGR inh
CC(C)(C)NNC(=S)Nc1ccc(S(=O)(=O)N2CCOCC2)cc1	1	0.9	11	1	0.9	-5	10	1.1	-4	2
COC(=O)Nc1c(C)n(C)n(-c2ccccc2)c1=O	0.9	0.9	7	1	0.9	-11	-15	1.1	-4	-7

The list itself, from the start:
SMILES	PMI act hi M6P	PMI act	Diaph inh CS	TNAP act hi DEA	Diaph act CS	TNAP inh no acc	G6PDH CS	FLuc act counter	TNAP inh hi DEA	Efa HMGR inh
CC(C)(C)NNC(=S)Nc1ccc(S(=O)(=O)N2CCOCC2)cc1	1	0.9	11	1	0.9	-5	10	1.1	-4	2
COC(=O)Nc1c(C)n(C)n(-c2ccccc2)c1=O	0.9	0.9	7	1	0.9	-11	-15	1.1	-4	-7
O=C(NNc1cccc(Cl)n1)Nc1ccc(F)cc1	1	1	8	1.1	0.9	-22	1	1	-8	0
CCc1ccc(N/C(SCc2cccc(F)c2)=C(/C#N)C(=O)NCc2ccco2)cc1	0.9	0.9	9	1	0.9	0	3	1	3	-5
O=c1cc(CO)oc(CN2CCN(CCO)CC2)c1O	0.8	0.8	13	1.1	0.9	1	19	1	-6	-5
O=C(N/N=C/c1ccncc1)c1cccc([N+](=O)[O-])c1	1.1	1	-6	1	1.1	-2	6	1	-3	-6
Clc1cccc(OCc2nc(-c3ccncc3)n[nH]2)c1	0.9	1.1	5	1	0.9	4	6	1.1	1	1
CCOC(=O)c1c(C)[nH]c(C)c1C(=O)COC(=O)/C=C/c1cccc(Cl)c1	0.9	0.9	25	1	0.8	-7	-3	1.1	-4	-8
COc1ccc(OC)c(Nc2cc(C)nc3nc(C)nn23)c1	0.9	0.9	20	1	0.8	-8	-7	1	-1	1
COc1ccc(NC(=O)c2[nH]c(C)c(C(C)=O)c2C)cc1Cl	0.9	1	0	1	1	-4	5	1	-1	1

Three structures from above, ordered by molecular weight, low to high:
SMILES	PMI act hi M6P	PMI act	Diaph inh CS	TNAP act hi DEA	Diaph act CS	TNAP inh no acc	G6PDH CS	FLuc act counter	TNAP inh hi DEA	Efa HMGR inh
O=C(NNc1cccc(Cl)n1)Nc1ccc(F)cc1	1	1	8	1.1	0.9	-22	1	1	-8	0
O=c1cc(CO)oc(CN2CCN(CCO)CC2)c1O	0.8	0.8	13	1.1	0.9	1	19	1	-6	-5
CCOC(=O)c1c(C)[nH]c(C)c1C(=O)COC(=O)/C=C/c1cccc(Cl)c1	0.9	0.9	25	1	0.8	-7	-3	1.1	-4	-8

Following part
SMILES	PMI act hi M6P	PMI act	Diaph inh CS	TNAP act hi DEA	Diaph act CS	TNAP inh no acc	G6PDH CS	FLuc act counter	TNAP inh hi DEA	Efa HMGR inh
CC(C)(C)Sc1nc(O)cc(=O)[nH]1	1	1	19	1.1	0.8	-14	5	1	-6	-2
COc1cccc(C2=NO[C@@H]3C(=O)N(c4ccc5c(c4)OCCO5)C(=O)[C@H]23)c1OC	0.6	0.7	32	1	0.7	-5	16	1	-2	-3
COc1ccc2[nH]cc(C(=O)CN3CCN(C(=O)c4ccco4)CC3)c2c1	1	1	14	1	0.9	-7	4	1	-2	-2
CCOC(=O)CN(C(=O)CN1CCOCC1)c1ccc(Br)cc1	1	1	15	1	0.8	-12	2	1.1	-4	-3
COC(=O)c1sc(NC(=O)c2ccoc2C)nc1C	1	1	20	1	0.8	-4	13	1	1	0
COC(=O)[C@@]1(Cc2ccccc2)[C@@H]2C(=CC(=O)[C@H]2CC(=O)C(=O)N(C)C)CN1C(=O)c1ccccc1	0.9	1	26	1	0.7	-11	13	1.2	-4	-5
CCOC(=O)N1CCN(C(=O)C2CCN(S(=O)(=O)c3ccc(Br)s3)CC2)CC1	1	1	11	0.9	0.9	-9	0	1.1	11	0
COc1ccc(-c2nc(C)c(C(C)=O)n2O)cc1	1	1	6	1	0.9	-11	8	0.8	-2	-8
N/C(Cc1cccs1)=N\OC(=O)COc1ccccc1	1	1	-4	1.1	1	2	8	1.1	-5	-3
CCOC(=O)N1CCN(C(=O)CCN2C(=O)COc3ccccc32)CC1	1	1	-1	1	1	-9	-3	1	-4	-3

Another view of three compounds above:
Molecule | PMI act hi M6P | PMI act | Diaph inh CS | TNAP act hi DEA | Diaph act CS | TNAP inh no acc | G6PDH CS | FLuc act counter | TNAP inh hi DEA | Efa HMGR inh
CCOC(=O)CN(C(=O)CN1CCOCC1)c1ccc(Br)cc1 | 1 | 1 | 15 | 1 | 0.8 | -12 | 2 | 1.1 | -4 | -3
COC(=O)c1sc(NC(=O)c2ccoc2C)nc1C | 1 | 1 | 20 | 1 | 0.8 | -4 | 13 | 1 | 1 | 0
COC(=O)[C@@]1(Cc2ccccc2)[C@@H]2C(=CC(=O)[C@H]2CC(=O)C(=O)N(C)C)CN1C(=O)c1ccccc1 | 0.9 | 1 | 26 | 1 | 0.7 | -11 | 13 | 1.2 | -4 | -5

The list goes on:
SMILES	PMI act hi M6P	PMI act	Diaph inh CS	TNAP act hi DEA	Diaph act CS	TNAP inh no acc	G6PDH CS	FLuc act counter	TNAP inh hi DEA	Efa HMGR inh
CC1CCC(NC(=O)c2ccc(N3CCCC3=O)cc2)CC1 (stereo not drawn)	1	1	9	1.1	0.9	-15	2	1	-9	-2
Cc1cccc(N2CCN(C(=O)c3ccc4ncsc4c3)CC2)c1C	0.8	0.9	25	1.1	0.7	-9	0	1.1	-6	-1
C=C(C)C1Cc2c(C)nn(-c3ccccn3)c2C1 (stereo not drawn)	1.1	1.1	-4	1.1	1	3	11	1	-7	-7
COc1cccc(NC2=Nc3cccc4cccc2c34)c1	0.9	0.8	16	1	0.8	-15	-14	0.9	4	-3
O=C(Nc1ccc(S(=O)(=O)N2CCCCC2)cc1)c1ccccc1Cl	0.9	0.9	9	1	0.9	-8	5	1	-1	2
O=C(COC(=O)c1ccc(CSc2ccc(Cl)cc2)cc1)Nc1ccccc1	0.9	0.9	11	1	0.9	12	-21	1.1	-1	-1
CNC(=S)N/N=C/c1ccccc1Cl	1	0.9	14	1	0.9	-8	-6	0.9	-5	-2
Cc1nnc(NC(=O)CCC(=O)N2CCC(C)CC2)s1	0.9	0.9	10	1	0.9	-2	3	1.1	-2	0
CCc1ccc(-c2nc(CN3CCCC(C(=O)NCCc4ccc(OC)c(OC)c4)C3)c(C)o2)cc1 (stereo not drawn)	0.9	1	-4	1	1	-6	7	1	0	-7
COCC(=O)Nc1ccc([N+](=O)[O-])cc1C	1	1	12	1.1	0.9	-12	-4	1.1	-6	-1
COc1ccccc1CN1C(=O)CCC1(C)C(=O)NCc1cccnc1 (stereo not drawn)	0.9	0.9	9	1	0.9	-14	22	1	-2	-3
N#Cc1cc([N+](=O)[O-])ccc1NCCc1ccccn1	0.9	1	9	1	0.9	-12	7	1	-3	-2
O=C(C1CCCCN1S(=O)(=O)c1ccccc1[N+](=O)[O-])N1CCCC1 (stereo not drawn)	1	1	-6	0.9	1.1	6	0	0.9	7	0
C=CCN(C(C)=O)C1CC(=O)N(c2ccc(OCCC)cc2)C1=O (stereo not drawn)	0.9	0.9	12	1	0.9	-8	13	1	-4	-1
Cc1ccc(S(=O)(=O)/N=C/c2cc(Br)ccc2O)cc1	1	1.1	-6	1	1.1	-14	10	1	-4	-4
Cc1cc(F)c(F)c(C(=O)N2CCC(C)CC2)c1Cl	1	1	15	1.1	0.8	-8	9	1.1	-6	-3
O=C(CSc1nnc(-c2ccco2)n1CC1CCCO1)c1ccccc1 (stereo not drawn)	1.1	1.2	6	1	0.9	-9	3	1	-5	7
COc1cccc(C2C(C#N)=C(N)OC3=C2C(=O)CCC3)c1OC(=O)c1ccco1 (stereo not drawn)	0.9	0.9	20	1	0.8	-10	-12	1.1	-1	3
CCCCNC(=O)c1ccc(NC(=O)C2CCCO2)cc1 (stereo not drawn)	1.1	1	-18	1.1	1.2	0	28	1	-5	0
CCOC(=O)C1(C)NC(c2cccs2)C2C(=O)N(c3ccc(OC)cc3)C(=O)C21 (stereo not drawn)	0.9	0.9	17	1	0.8	-10	5	1.1	-5	-3
CCOC(=O)C1=NNC(C(=O)c2ccc(Cl)cc2)C1c1ccccc1 (stereo not drawn)	1.1	1	15	1	0.9	-25	4	1.1	1	-6
O=C(CC1OC(=O)c2ccccc21)Nc1ccccc1N1CCOCC1 (stereo not drawn)	1.1	1	7	1	0.9	-11	-1	1	-4	-3
O=S(=O)(c1ccc2ccccc2c1)N(CC1CO1)c1ccccc1 (stereo not drawn)	0.9	0.9	6	1	0.9	-6	11	1	-4	-4
CC(C)C(=O)Nc1nnc(SCC(=O)NCc2cccs2)s1	1.1	1	-4	1	1	12	25	1	-3	-4
O=C(O)CNC(=O)CC1S/C(=N/N=C2\CSC(=O)N2)NC1=O (stereo not drawn)	0.5	0.4	47	1	0.5	-65	13	1	-3	4
CCOC(=O)c1sc(NC(=O)Cn2nnc3sc4c(c3c2=O)CCCC4)nc1C	0.8	0.9	20	1	0.8	0	5	1	2	-1
COc1cc2c(cc1NC(=O)CSc1nnc(COc3ccc(Cl)cc3)n1C)oc1ccccc12	0.9	0.9	16	1	0.8	-7	-7	1.1	-4	0
CCOCCOC(=O)C1=C(C)N(C)C(=O)NC1c1cc(Cl)c(O)c(OCC)c1 (stereo not drawn)	1	1	8	0.9	0.9	-1	0	1	6	-8

Hits appear at their usual frequency; 1.7% or so of the library scored in one or more.
